# High-throughput results deposited in PubChem BioAssay by The Scripps Research Institute Molecular Screening Center.
# ADAM10 inh – human ADAM10 inhibitors, primary screen, biochemical, QFRET, HTS; inhibition, % at 7 µM; actives 0.62% (n = 370,000); recombinant ADAM10, EDANS/DABCYL FRET peptide cleavage, 3 h; Disintegrin and metalloproteinase domain-containing protein 10 (Homo sapiens), O14672;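 active means inhibition above a per-campaign cutoff equal to the mean of compounds falling between control-based bounds plus 3 SD, cut at about 20% in these data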;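 further: 0% = DMSO wells while the 100% control is not disclosed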
# Target sequence (O14672 214-748 limits assumed): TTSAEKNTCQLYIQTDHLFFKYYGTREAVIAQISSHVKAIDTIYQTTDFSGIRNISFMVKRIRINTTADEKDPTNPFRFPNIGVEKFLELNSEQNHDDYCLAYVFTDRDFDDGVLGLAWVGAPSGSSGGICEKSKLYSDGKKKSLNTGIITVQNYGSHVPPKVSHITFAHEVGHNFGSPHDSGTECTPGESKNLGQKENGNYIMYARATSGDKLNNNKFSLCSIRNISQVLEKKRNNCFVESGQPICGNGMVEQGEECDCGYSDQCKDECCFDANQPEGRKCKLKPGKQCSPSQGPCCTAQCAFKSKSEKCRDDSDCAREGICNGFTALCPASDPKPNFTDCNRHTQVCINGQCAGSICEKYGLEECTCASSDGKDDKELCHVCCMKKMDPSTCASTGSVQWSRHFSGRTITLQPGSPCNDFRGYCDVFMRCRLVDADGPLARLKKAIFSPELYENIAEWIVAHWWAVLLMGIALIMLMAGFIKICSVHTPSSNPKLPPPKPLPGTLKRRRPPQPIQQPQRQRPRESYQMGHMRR
# DDE Tn6 FP inh – inhibitors of Tn6 peptide binding to fibrin DD(E), primary screen, biochemical, fluorescence polarization, human fibrin, Tn6 probe; Fibrin DD(E) TRITC-Tn6 fluorescence polarization displacement; AID 720509, 2013; actives 0.21% (n = 370,000); inhibition, % at 8.3 µM; Fibrinogen beta chain (Homo sapiens), P02675;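 active means inhibition above a per-campaign cutoff: mean of compounds within control limits plus 3 SD, cut at about 15% in these data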;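 further: 0% = median of all compound wells on the plate and 100% = blocking peptide control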
# proKLK7 act – proKLK7 zymogen activators, primary screen, biochemical, fluorescence intensity; purified proKLK7, EDANS-DABCYL substrate fluorescence; 100% is mature enzyme control, 0% vehicle; actives 0.9% (n = 370,000); activation, % at 7 µM; Kallikrein-7 (Homo sapiens), P49862;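 active means activation above the mean of all tested compounds plus 3 SD, computed per campaign excluding outliers beyond control limits, cut at about 13% in these data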
# ASAP1 inh – inhibitors of human ASAP1 ArfGAP activity, primary screen, biochemical, fluorescence polarization; Arf-GAP with SH3 domain, ANK repeat and PH domain-containing protein 1 (Homo sapiens), …; ASAP1-stimulated ARF1 GTP hydrolysis, GDP FP detection; inhibition, % at 16.5 µM; actives 0.19% (n = 360,000); in the data active means inhibition above about 25%;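 further: 0% = vehicle with enzyme and substrate and 100% = no enzyme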
# Target sequence (Q9ULH1 325-724 limits assumed): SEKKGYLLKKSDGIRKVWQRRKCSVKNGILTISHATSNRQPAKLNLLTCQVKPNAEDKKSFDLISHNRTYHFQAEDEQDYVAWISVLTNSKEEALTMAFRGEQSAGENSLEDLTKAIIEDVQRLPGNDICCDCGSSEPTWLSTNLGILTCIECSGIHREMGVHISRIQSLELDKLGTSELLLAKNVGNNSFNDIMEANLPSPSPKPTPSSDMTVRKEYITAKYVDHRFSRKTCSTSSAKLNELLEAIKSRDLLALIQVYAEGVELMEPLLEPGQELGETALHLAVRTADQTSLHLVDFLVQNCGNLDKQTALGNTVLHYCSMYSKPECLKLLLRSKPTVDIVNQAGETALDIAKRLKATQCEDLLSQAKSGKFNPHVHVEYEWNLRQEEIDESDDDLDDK
# ARFGAP1 inh – inhibitors of rat ARFGAP1 GAP activity, primary screen, biochemical, fluorescence polarization, GDP tracer; AID 651572, 2012; Arfgap1-stimulated ARF1 GTP hydrolysis, GDP FP detection; actives 0.26% (n = 360,000); ADP-ribosylation factor GTPase-activating protein 1 (Rattus norvegicus), Q62848; inhibition, % at 16.5 µM;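 active means inhibition above a per-plate limit, mean inhibition of low control wells plus 3 SD, cut at about 25% in these data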;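 further: 0% = DMSO wells with enzyme and 100% = wells lacking Arfgap1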
# Target sequence (Q62848 1-136 limits assumed): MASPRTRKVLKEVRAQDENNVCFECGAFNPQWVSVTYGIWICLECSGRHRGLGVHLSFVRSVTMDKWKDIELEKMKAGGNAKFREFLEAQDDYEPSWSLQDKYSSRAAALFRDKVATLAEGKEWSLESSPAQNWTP
#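 Material: rat Arfgap1 catalytic domain, aa 1-136; also added: human ARF1(Δ1-17)-GTP substrate; compound dosing: one concentration, 16.5 µM, DMSO 1.26%; incubation: GTP hydrolysis reaction 2 h at 25 °C; measured by: Tracer-displacement fluorescence polarization with EDTA stop, 620/688 nm; evaluation: % inhibition from polarization; repeats: one replicate per compound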
# PLCg1 inh – PLC-gamma1 enzyme inhibitors, primary screen, biochemical, fluorescence, purified enzyme; inhibition, % at 12.2 µM; 1-phosphatidylinositol 4,5-bisphosphate phosphodiesterase gamma-1 (Homo sapiens), P19174; actives 0.84% (n = 370,000); AID 720700, 2013; fluorogenic substrate; in the data active means inhibition above about 9.5%
# DDE Tn7 FP inh – inhibitors of Tn7 peptide binding to fibrin DD(E), primary screen, biochemical, fluorescence polarization, human fibrin, Tn7 probe; inhibition, % at 8.3 µM; FP displacement of FITC-Tn7 peptide from fibrin DD(E); 0% = median of compound wells per plate; actives 0.13% (n = 370,000); AID 720508, 2013;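 active means inhibition above the mean of compounds falling within the control limits plus 3 SD of them, cut at about 14% in these data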;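 further: 0% = plate median of compound wells and 100% = 10 µM Aha-Tn7 peptide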
#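 Assay system: human fibrin DD(E) protein / Input: 2 µM fibrin DD(E) / Benchmarks: high control of 10 µM Aha-Tn7 peptide / Measured by: fluorescence polarization of the labelled Tn7 tracer / Medium: Tris buffer with calcium and detergent, pH 7.8 / Timing: 10 min compound pre-incubation, 3 h probe incubation at room temperature / Repeats: one replicate per compound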
# LEDGF integ inh – blockers of LEDGF/p75-dependent integrase strand transfer – biochemical, TR-FRET, high throughput, primary screen. HIV-1 integrase (with human LEDGF/p75). TR-FRET IN-LEDGF/p75 DNA integration, Eu/Cy5. inhibition, % at 3.7 µM. actives 0.64% (n = 370,000). AID 743269, 2014;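 active means inhibition above the screen-wide mean plus 3 SD, cut at about 13% in these data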;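 further: signal is the Cy5 over europium emission ratio at 671 and 618 nm; 0% = plate median of compound wells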
# TDP2 inh – human TDP2 enzyme inhibitors, primary screen, biochemical, epi absorbance, recombinant enzyme | Tyrosyl-DNA phosphodiesterase 2 (Homo sapiens), O95551 | inhibition, % at 12.8 µM | T5PNP hydrolysis, p-nitrophenol absorbance 415 nm | actives 0.34% (n = 370,000);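 active means inhibition above the mean of all tested compounds plus 3 SD, set per campaign, cut at about 25% in these data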;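 further: 0% = DMSO with enzyme and 100% = buffer with substrate but no TDP2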
#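 Assay system: recombinant human TDP2 / Reagent: T5PNP substrate at 5 mM, a TopII-DNA adduct mimic / Measured by: epi absorbance from released p-nitrophenol / Evaluation: % inhibition relative to enzyme-containing and enzyme-free wells / Control set: enzyme-free and DMSO wells / Replicates: each compound tested once, singlicate / Schedule: enzyme reaction with compound for 2 h at 37 °C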
# ADAM17 inh – ADAM17 inhibitors, primary screen, biochemical, QFRET; Disintegrin and metalloproteinase domain-containing protein 17 (Homo sapiens), P78536; AID 720648, 2013; actives 0.83% (n = 370,000); inhibition, % at 6.95 µM; recombinant ADAM17, EDANS/DABCYL FRET peptide cleavage;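 active means inhibition above the mean of compounds lying between control limits plus 3 SD, set per campaign, cut at about 8.5% in these data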;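 further: 0% = DMSO-only wells as the low control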
# Active calls of the source: *; & = joins results of further samples.
# Each structure is followed by: ADAM10 inh	DDE Tn6 FP inh	proKLK7 act	ASAP1 inh	ARFGAP1 inh	PLCg1 inh	DDE Tn7 FP inh	LEDGF integ inh	TDP2 inh	ADAM17 inh
- COc1cc(NC(=O)Cc2cccs2)ccc1-n1cnnn1
  -14	-8	-0.3	-4	-10	-1	1	1	13	-7
- CC(C)(C)OC(=O)N1CCc2onc(-c3ccc([N+](=O)[O-])cc3)c2C1=O
  -15	-11	0.7	8	-3	-3	2	-4	5	-7
- COc1cc(NC(=O)CNC(=O)Cn2cnc3sc(C)c(C)c3c2=O)cc(OC)c1OC
  2	7	-0.8	4	-7	1	12	1	7	0
- COc1cccc(NC(=O)c2ccc(OC(F)(F)F)cc2)c1
  3	-3	-1.0	-1	4	0	5	1	-2	1
- O=C(CCc1nc2ccccc2s1)NC1CCOC1=O (configuration not stated)
  10	-5	0.1	8	9	2	-4	-1	3	-3
- CC(C)NC(=O)C1(C)CCN1C(=O)c1ccccc1F (configuration not stated)
  -2	-4	0.4	7	-1	3	-2	4	2	-1
- CCOc1ccc(NC(=O)COc2ccc(C(=O)NCCc3ccccc3)cc2)cc1
  0	2	0.3	3	-3	2	-1	-5	-9	1
- COc1cccc(/C=C2\CCCCC2=O)c1
  0	-2	0.3	1	-3	-4	8	-4	9	-1
- CCOC(=O)NC(c1ccccc1)C1CCCCC1=O (configuration not stated)
  -9	1	-0.2	2	-8	-3	3	4	3	-4
- CCCCCN1C/C=C\C(c2ccc(OC)cc2)N(Cc2ccc(F)cc2)C(=O)C1 (configuration not stated)
  -2	0	0.7	-1	4	2	-6	-1	-3	-1
- O=C(OCc1nnc(-c2ccccc2Br)o1)c1ccco1
  -13	3	-0.1	-6	3	1	1	2	1	-4
- Cc1ccc(S(=O)(=O)NC(=O)Nc2c(C)n(C)n(-c3ccccc3)c2=O)cc1
  -11	-5	-0.2	-5	3	-9	0	-2	10	-5
- CCNC(=S)N=Nc1c(O)[nH]c2ccc(C(C)C)cc12
  1	-1	-0.2	5	2	3	-3	-3	-2	4
- COc1ccc(NC(=O)c2ccc(OC(=S)N(C)c3ccc(OC)cc3)cc2)cc1
  -5	-6	0.2	-7	13	-2	-1	-1	10	-9
- CCN(C(=O)Cn1nnc(-c2ccccc2)n1)C1CCS(=O)(=O)C1 (configuration not stated)
  -7	0	0.2	-2	1	0	2	-1	2	-6
- CC12COC3(C(=O)N4CCN(c5ccccn5)CC4)CC1CCC32C (configuration not stated)
  1	5	0.3	-1	2	1	0	-1	18	-1
- O=C(COc1ncnc2sccc12)N1CCc2ccccc2C1
  -15	-2	-0.3	2	1	4	-1	0	5	-5
- O=C(C(=S)N1CCOCC1)c1c[nH]c2ccccc12
  3	10	0.0	-3	-3	0	-3	3	6	-2
- Cc1ccc(C)c(NC(=O)CN(C)C(=O)c2ccc(S(=O)(=O)N(C)c3ccccc3)cc2)c1
  -15	4	-0.1	2	-2	1	2	-2	-1	-5
- CCC(C(=O)NC1CCCCC1)N(CC1CCCO1)C(=O)CNS(=O)(=O)c1ccc(OC)cc1 (configuration not stated)
  0	-1	0.1	-5	8	0	-10	1	-2	-4

# Reformatted: entries from further up
ADAM10 inh | DDE Tn6 FP inh | proKLK7 act | ASAP1 inh | ARFGAP1 inh | PLCg1 inh | DDE Tn7 FP inh | LEDGF integ inh | TDP2 inh | ADAM17 inh | smiles
-11 | -5 | -0.2 | -5 | 3 | -9 | 0 | -2 | 10 | -5 | Cc1ccc(S(=O)(=O)NC(=O)Nc2c(C)n(C)n(-c3ccccc3)c2=O)cc1
-15 | -2 | -0.3 | 2 | 1 | 4 | -1 | 0 | 5 | -5 | O=C(COc1ncnc2sccc12)N1CCc2ccccc2C1

# (cont.)
# Each structure is followed by: ADAM10 inh	DDE Tn6 FP inh	proKLK7 act	ASAP1 inh	ARFGAP1 inh	PLCg1 inh	DDE Tn7 FP inh	LEDGF integ inh	TDP2 inh	ADAM17 inh
- CCOC(=O)Cc1csc(NC(=O)c2ccc(S(=O)(=O)N3CCCCC3)cc2)n1
  5	1	0.3	-1	5	-3	4	-4	7	-2
- Cc1csc(SCC(=O)Nc2ccc(S(=O)(=O)N3CCCC3)cc2)n1
  2	1	0.1	15	-8	0	0	0	5	-1
- CN(C)C(CNC(=S)Nc1ccc(F)cc1)c1cccnc1 (configuration not stated)
  -1	0	-0.2	-11	5	-1	2	0	0	-2
- CCOc1c(C)cc(-c2ncccc2O)cc1C
  -401	-2&-2	-1.9&0.7	-10&2	9&-18	-45&-29	-10&-4	4&1	-8&-7	-90&-66
- CCOc1ccc(NC(=O)c2ccc(NC(=O)c3ccccc3Br)cc2)cc1
  -1	6	0.2	-4	6	4	-9	8	-1	2
- CC1C/C(=N/N=C2/NC(=O)CS2)CC(C)(C)C1 (configuration not stated)
  -3	9	1.1	5	4	-3	0	-1	-1	-6
- CCc1cc(=O)oc2c(C)c(OC(C)C(=O)NCCCN3CCOCC3)ccc12 (configuration not stated)
  -57	1	-0.1	-11	2	-5	-1	0	-8	-19
- C=CCNC(=O)c1ccccc1NC(=O)c1ccccc1C
  4	-4	0.1	11	-3	0	-7	-4	12	-2
- COC(C[C@@H]1O[C@@H]1[C@@H](O)COCc1ccccc1)OC
  -5	2	-0.8	11	8	1	1	-1	5	-6
- COc1ccccc1NC(=O)CSc1nn2c(=O)c(C)nnc2s1
  -4	0	-0.6	-3	7	3	2	-2	2	-3
- Cc1cccc(NC(=O)CSc2ncnc3nc[nH]c23)c1
  -1	-7	-0.1	-6	-2	0	5	0	-1	-3
- COc1ccc(-c2nnc(N3CCOCC3)c3ccccc23)cc1
  -11	-5	0.6	9	0	-3	-3	-1	11	-6
- CCCc1[nH]nc2c1C(CCC)C(C#N)=C(N)O2 (configuration not stated)
  0	4	-2.3	1	20	-8	-2	3	0	-2
- COc1ccc(C(C#N)=Cc2ccccc2OC)cc1
  -15	4	0.5	-10	-3	-5	2	-1	2	1
- CC(=O)C1=C(O)C(=O)N(CCC(=O)O)C1c1ccccc1[N+](=O)[O-] (configuration not stated)
  -14	6	-1.7	6	-6	-11	-2	1	3	-6
- CCS(=O)(=O)Nc1ccc(C(=O)OC)cc1
  5	-2	0.0	-4	-6	2	-1	-1	13	0
- c1ccc2cc(CCCc3cc4ccccc4cn3)ncc2c1
  -7	-1	-0.6	-6	12	-17	-11	3	3	-5
- C/C=C(/C)C(=O)Nc1cccc(C2=NOC3(C2)C[C@@H](C(N)=O)N(C(=O)CC(c2ccccc2)c2ccccc2)C3)c1 (some centres not stated)
  -6	-1	0.5	-1	6	3	6	1	-5	1
- COc1cc(NC(=O)CCNC(=O)Cn2cnc3sc4c(c3c2=O)CCCC4)cc(OC)c1OC
  -1	2	-0.3	-16	5	-3	4	1	12	0
- CC(=O)N/C(=C\c1ccccc1)C(=O)NC(C)C(=O)O (configuration not stated)
  -9	-1	-0.1	-2	3	1	-3	-3	17	1
- Cc1ccc(NC(=O)c2cnn(-c3ccccc3)c2C)cc1C
  -1	1	1.3	7	10	-3	-7	-1	-1	1
- Cc1cccc(C)c1NC(=O)C1(N(C(=O)c2ccccn2)c2ccc(O)cc2)CCCCC1
  14	4	0.2	-4	-11	2	0	4	-5	0
- COc1ccc(C(=O)NNC(=O)C2=NN(c3ccccc3)C(=O)CC2)cc1
  -5	-7	0.2	4	2	0	0	-6	-20	-5
- CCCc1cc(=O)oc2c(C)c(OC(C)C(=O)NCc3ccccn3)ccc12 (configuration not stated)
  -114	-1	-0.2	2	2	-9	6	2	-13	-39
- COc1ccc(-n2nnnc2CNC(=O)c2c(-c3ccccc3Cl)noc2C)cc1
  -15	0	-0.1	-5	-6	4	1	0	1	0
- Cc1cccc(Nc2nc(NCCCN3CCOCC3)nc(N)c2[N+](=O)[O-])c1
  -2	-1	0.2	-3	12	1	-3	-2	-3	-1
- O=C(O)C1CSC2c3ccccc3C(=O)N12 (configuration not stated)
  0	-4	-0.1	-12	14	-7	2	-2	1	-7
- O=S(=O)(c1ccccc1Cl)N1CCCC1c1nc(-c2cccc(Cl)c2)no1 (configuration not stated)
  6	-4	0.8	-3	9	2	0	-1	-10	-1
- O=C(NCc1ccncc1)c1csc([C@@H]2O[C@H](CO)[C@@H](O)[C@H]2O)n1
  -5	-7	-0.6	0	-13	3	-3	0	5	0
- CC(C)(C)C(=O)NC(=S)Nc1ccc(F)cc1
  1	4	-0.2	-3	0	4	6	3	-11	0
- O=C1CN(C(=O)CSc2nnc3ccccn23)c2ccccc2N1
  -8	2	-0.3	8	2	-6	4	-1	3	-2
- CCOC(=O)c1[nH]c(=S)n(-c2ccccc2)c1C(=O)OCC
  -10	-5	-0.4	12	12	-2	-6	-4	-13	-1
- COc1ccc(-c2nn(-c3ccccc3)cc2C(=O)n2nnc3ccccc32)cc1
  -5	9	-0.3	16	7	-1	-8	1	-8	-3
- CC(C)(C)NS(=O)(=O)c1ccc(CCC(=O)NCc2ccccn2)cc1
  -3	-1	-0.1	5	-8	-1	9	-4	-7	-4
- O=C(CCn1cccc1)Nc1ccc(F)cc1
  -1	1	-0.4	0	6	1	-1	-1	8	-2
- CN1CCc2nc(SCc3ccc(Cl)cc3)c(C#N)c(-c3cccs3)c2C1
  1	-5	-1.0	3	-1	-26	7	-3	1	-5
- Cc1ccc(CNc2nc(N)c([N+](=O)[O-])c(NCCO)n2)cc1
  3	7	0.1	9	-7	6	-9	6	-5	2
- Cc1ccc2c(c1)/C(=C/c1ccco1)C(=O)N2
  11	1	-0.1	5	2	-2	-1	-2	-3	2
- Cc1ccc(OCC(=O)N/N=C\c2ccco2)c(C)c1
  11	2	0.6	12	9	1	-6	2	-7	-3
